IEC-6 tox: cytotoxicity in IEC-6 intestinal epithelial cells, primary screen, cytotoxicity control for KLF5 inhibitor project, cell-based, luminescence. IEC-6 cytotoxicity, luminescence viability. inhibition, % at 5 µM. 290,000 compounds, 0.78% hits; in the data active = inhibition above about 22%;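 note: 0% = plate median of test compound wells and 100% = cytotoxic reference compound wells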
aSyn UTR inh: MLPCN primary screen, SNCA 5' untranslated region; inhibition, % (tested at 7.5 µM); AID 1813, 2009; 300,000 compounds, 0.82% hits; alpha-synuclein 5'UTR reporter, inhibitor activity; in the data active = inhibition above about 60%; inconclusive = no clear call, values can overlap the other calls;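 note: H4 neuroglioblastoma cells stably carrying SNCA 5'UTR luciferase fusion; 0% = DMSO wells and 100% = positive control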
HIF activator: HIF pathway transcriptional activators, primary screen, cell-based, U2OS HRE-luciferase, luminescence; U2OS HRE-luciferase reporter; normalized: DMSO 0%, desferrioxamine 100%; activation, % at 7.5 µM (by protocol); 300,000 compounds, 0.32% hits; AID 1910, 2009;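 active = mean activation of at least 10% of the iron chelator positive control signal, with at least half of replicates also reaching 10%; inconclusive = mean and replicate majority disagree about reaching 10%; inactive = mean and most replicates under 10%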
HSF1 inhib: HSF1 inhibitors in luciferase reporter cells, primary screen, cell-based, NIH3T3, luminescence. NIH3T3-HGL HSE-luciferase, MG132-induced, luminescence 8 h; hits give low values. activity change, negative = inhibition, % at 7.5 µM (by protocol). 300,000 compounds, 0.77% hits. AID 2098, 2009;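 active = more than half of replicate wells show activity change below -50%, luminescence cut by over half; inconclusive = some wells, but at most half, below -50%; inactive = no replicate well below -50%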;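 note: luciferase reports HSF-1 transcriptional activity via heat shock element; 0% = median of DMSO wells and -100% = zero luminescence signal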
GSK3A inh: blockers of GSK3A enzyme activity – biochemical, luminescence, cell-free homogeneous, HTS, primary screen. Glycogen synthase kinase-3 alpha (Homo sapiens), P49840. GSK-3 alpha kinase, ADP-Glo luminescence, 60 min. inhibition, % at 10 µM. 320,000 compounds, 0.1% hits;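 in the data active = inhibition above about 50%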;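 note: GST-tagged GSK-3 alpha with peptide substrate and 25 µM ATP; 0% = DMSO neutral wells and 100% = GW8510 positive control wells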
Target sequence (P49840 whole entry, looked up): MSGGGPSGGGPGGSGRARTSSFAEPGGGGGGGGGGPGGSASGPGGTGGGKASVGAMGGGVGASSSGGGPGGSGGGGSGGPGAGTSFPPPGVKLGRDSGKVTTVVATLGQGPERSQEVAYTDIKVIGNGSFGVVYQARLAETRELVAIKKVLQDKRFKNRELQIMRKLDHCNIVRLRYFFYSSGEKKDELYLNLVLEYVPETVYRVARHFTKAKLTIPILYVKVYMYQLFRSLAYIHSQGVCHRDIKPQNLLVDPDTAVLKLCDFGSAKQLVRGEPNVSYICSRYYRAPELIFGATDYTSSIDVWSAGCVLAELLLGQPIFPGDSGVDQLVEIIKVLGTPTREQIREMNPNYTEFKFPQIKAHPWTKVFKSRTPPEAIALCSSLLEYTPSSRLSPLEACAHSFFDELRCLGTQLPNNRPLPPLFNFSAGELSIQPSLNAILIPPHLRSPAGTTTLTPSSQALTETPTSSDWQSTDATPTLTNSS
HSP90 inh: HSP90 inhibitors, primary screen, cell lysate, luminescence; Heat shock protein HSP 90 (rabbit reticulocyte lysate; luciferase refolding); Rabbit reticulocyte lysate, luciferase refolding luminescence, 3 h; inhibition, % at 5.6 µM; 290,000 compounds, 0.91% hits; AID 1789, 2009;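 active = inhibition above the screen-wide mean plus 3 SD, computed separately per campaign, cut at about 16% in these data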;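 note: 0% = DMSO wells and 100% = 60 µM geldanamycin wells; inhibitors lower the luminescence because luciferase stays unfolded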
HSF1 activator: HSF-1 activators, primary screen, NIH3T3-HGL cells, MG132 stress, luminescence, single point | NIH3T3-HGL HSF-1 luciferase reporter, 8 h; 100% = twice DMSO control signal | 300,000 compounds, 1.7% hits | activation, % at 9 µM | AID 504408, 2011;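 active = mean replicate activation of at least 50% with a set share of replicates each reaching 50%; inconclusive = only one of those two conditions met; inactive = mean below 50% and too few replicates reaching it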;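 note: 0% = median of the neutral control wells and 100% = twice that signal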
KLF5 inh: KLF5 expression inhibitors, primary screen, DLD-1 cells, luminescence | DLD-1 KLF5 promoter-luciferase reporter | 290,000 compounds, 0.23% hits | inhibition, % at 5 µM;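 active = inhibition above a per-plate limit of that plate's mean compound inhibition plus 3 SD, cut at about 60% in these data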;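 note: 0% = DMSO wells and 100% = LY294002 at 200 µM; higher means less KLF5 promoter-driven luciferase light; inactives centre near -14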
AI-2 QS modul: Vibrio harveyi AI-2 quorum sensing modulators, primary screen, JMH597 strain, luminescence/OD600 ratio. 300,000 compounds, 0.4% hits. activity change, % at 7.5 µM. Vibrio harveyi JMH597 AI-2 luminescence/OD600 ratio, 9 h; hits give low values; strain lacks LuxN and CqsS sensors; 0 = neutral-control median; in the data active = activity change below about -75%, passing the limit was not always enough; inconclusive = no clear call, values can overlap the other calls;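 note: luminescence divided by OD600 gain over 9 h not by final OD600 alone; inactives centre near 13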
GSK3beta inhib: human GSK3beta kinase inhibitors, primary screen, biochemical, cell-free homogeneous, HTS | 300,000 compounds, 0.038% hits | activity score (negative = inhibition), % at 10 µM | Glycogen synthase kinase-3 beta (Homo sapiens), P49841 | GST-GSK3beta kinase, ADP-Glo luminescence, 60 min; hits give low values;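 active = more than half of replicate wells score below -50%, meaning over 50% inhibition versus plate controls; inconclusive = some replicates but at most half score below -50%; inactive = no replicate scores below -50%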;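 note: 0% = median DMSO wells and -100% = median GW8510 positive control wells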
Target sequence (P49841 whole entry, looked up): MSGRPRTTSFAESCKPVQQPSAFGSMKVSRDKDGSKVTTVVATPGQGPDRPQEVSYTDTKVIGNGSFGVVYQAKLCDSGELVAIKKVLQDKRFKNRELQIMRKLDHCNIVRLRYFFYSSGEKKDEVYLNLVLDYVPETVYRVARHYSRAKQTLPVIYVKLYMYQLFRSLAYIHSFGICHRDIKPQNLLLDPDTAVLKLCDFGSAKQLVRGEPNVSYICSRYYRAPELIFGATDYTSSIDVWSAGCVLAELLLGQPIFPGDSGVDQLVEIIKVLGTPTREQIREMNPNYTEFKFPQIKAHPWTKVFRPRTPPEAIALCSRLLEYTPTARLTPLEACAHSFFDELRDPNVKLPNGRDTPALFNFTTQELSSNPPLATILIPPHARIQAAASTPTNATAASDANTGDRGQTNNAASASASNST
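test system = GST-tagged human GSK3beta kinase, cell-free | reagent = 25 µM ATP with peptide substrate | dosing = one dose of 10 µM per compound | schedule = 60 min reaction, RT | detection = luminescent ADP-Glo measurement of ADP formed | control set = DMSO neutral wells and GW8510 at 20 µM as positive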
* = called active by the depositor; ? = inconclusive; nt = no result given; & = joins results of further samples.

SMILES | IEC-6 tox | aSyn UTR inh | HIF activator | HSF1 inhib | GSK3A inh | HSP90 inh | HSF1 activator | KLF5 inh | AI-2 QS modul | GSK3beta inhib
N#C/C(=N\Nc1ccc(Cl)cc1)C(=O)c1ccsc1 | 7 | -20 | 0.4 | 5 | 2 | -4 | 7 | -38 | 14 | 4
CN(C)Cc1c(O)ccc2c(=O)c(-c3ccccc3Cl)c(C(F)(F)F)oc12 | 9 | 4 | -3.2 | 0 | 14 | -1 | -3 | -7 | nt | nt
COc1cc(C(=O)COC(=O)C2CCN(c3ccc(C(F)(F)F)cn3)CC2)ccc1OC(F)F | nt | -3 | 0.2 | 11 | -4 | nt | 4 | nt | 1 | -3
COC(=O)c1cc(Br)c(=O)n(-c2ccc(F)cc2)c1 | 7 | 21 | -0.5 | 1 | -3 | 4 | -11 | -32 | 21 | 1
C=C(C)CNC(=S)N/N=C(\C)c1ccc(OC)cc1 | 10 | -48 | -0.5 | 3 | 0 | -2 | 7 | -10 | 8 | 4
COc1ccc(N(CC(=O)NCc2ccc3c(c2)OCO3)C(=O)CCC(=O)Nc2ccccn2)cc1 | 5 | -18 | -0.3 | -2 | -1 | 6 | 5 | -37 | 8 | 0
CCN(CCCNC(=O)CNC(=O)Cn1cnc2ccccc2c1=O)c1ccccc1 | 4 | nt | nt | nt | -1 | 3 | nt | -1 | nt | nt
CC1CCCN(c2c([N+](=O)[O-])c(=O)oc3ccccc23)C1 (stereo not drawn) | -2 | -9 | -0.4 | -2 | 5 | -1 | -9 | -21 | 10 | 0
Cc1ccc(-c2noc(=O)n2CC(=O)Nc2ccc(S(=O)(=O)NC3CC3)cc2)cc1 | -2 | 22 | -0.3 | -5 | 1 | -2 | -2 | 6 | 75 | 0
COc1ccc(-c2[nH]ncc2CN2CCC(O)(c3ccc(Cl)cc3)CC2)cc1 | 34* | 87* | 0.3 | -24 | -1 | -2 | -16 | -7 | 17 | -2
COC(=O)Nc1cc(C)nc2ccccc12 | 9 | -17 | -0.2 | -4 | -1 | 5 | 0 | -8 | 7 | -2
COc1ccccc1CNS(=O)(=O)c1c(C)[nH]c(C)c1C(=O)N1CCCC1 | 1 | -23 | 0.1 | -3 | -2 | 2 | 16 | 18 | 21 | 2
O=C(COC(=O)c1cc(S(=O)(=O)N2CCOCC2)cs1)c1ccccc1 | -6 | 2 | 0.2 | nt | 3 | -2 | nt | -33 | 14 | -1
CCCN1CCN(C(=O)c2ccc(CS(=O)c3ccc(F)cc3)o2)CC1 (stereo not drawn) | 6 | -14 | -0.6 | 6 | -1 | 1 | -7 | -4 | 36 | -1
CCCCn1c(N)c(N(CC(C)C)C(=O)c2cnccn2)c(=O)[nH]c1=O | nt | -7 | 1.5 | -3 | 2 | nt | -8 | nt | 20 | 3
Cc1sc2ncn(CC(=O)NCCCC(=O)N3CCC(C)CC3)c(=O)c2c1C | -5 | 11 | -0.4 | -6 | -1 | 0 | 3 | 3 | 7 | -1
CCc1ccccc1NC(=O)CCc1nc(-c2cccs2)no1 | -5 | -26 | 0.3 | 7 | -2 | 4 | 26 | -15 | 30 | -4
CCCCN(C(=S)Nc1ccc(F)cc1)c1c(N)n(CCC)c(=O)[nH]c1=O | 3 | 20 | -0.5 | -37 | -1 | 1 | -52 | -36 | 38 | 2
CCOC(=O)C1(CCOc2ccccc2)CCN(CC=C(C)C)CC1 | -8 | -1 | -17 | -2 | -2 | 1 | 1 | -35 | -3 | 1
CCOCCCNc1ncc2c(n1)CC(c1ccc(C)cc1)CC2=O (stereo not drawn) | 2 | 8 | -0.4 | -1 | -1 | -3 | 20 | 1 | 12 | 0
Cc1ccc(-c2cc(C(=O)NCCCN3CCOCC3)no2)cc1 | 6 | 53 | -2.8 | -76* | -8 | 6 | -79 | 2 | 23 | 2
Cc1cc(NC(=O)C(C)SCC(=O)O)no1 (stereo not drawn) | 7 | 2 | -0.4 | -1 | -2 | 6 | -9 | -8 | 17 | 3
CCC(=O)N1N=C2CC(C)(C)OCC2C1c1ccccc1 (stereo not drawn) | 0 | -19 | 0.3 | -7 | 2 | -6 | 7 | -20 | 8 | -3
COc1ccc(-c2nc3c4ccccc4ccn3c2CN2CCCCC2)cc1OC | 8 | -9 | 0.0 | -4 | -1 | -1 | -6 | -29 | 20 | 0
O=c1ccn(-c2ccccc2)[nH]1 | -3 | 4 | 1.0 | -6 | 1 | -4 | 12 | -26 | 6 | 0
O=C(Cc1ccccc1)NCC(=O)N1CCc2ccccc2C1 | -8 | 5 | 1.1 | 0 | -2 | -2 | -1 | -33 | 12 | 0
O=C(NC1CCCC1)C(c1ccncc1)N(C(=O)Cc1cccs1)c1cccc(F)c1 (stereo not drawn) | 8 | -14 | 0.6 | 3 | -2 | 2 | 5 | -17 | 12 | 1
COc1ccc(NC(=O)c2sc(=S)[nH]c2N)cc1 | -3 | -25 | 0.6 | -20 | 0 | 2 | -34 | -63 | 13 | 3
Cc1oc(-c2ccccc2Cl)nc1CN1CCCC1c1ccc(F)cc1 (stereo not drawn) | -4 | -17 | -0.1 | 10 | -1 | 0 | 6 | -19 | 16 | 2
CCOC(=O)c1c(NC(=O)C2COc3ccccc3O2)sc2c1CC(C)(C)NC2(C)C (stereo not drawn) | -2 | -10 | -0.5 | 30 | -1 | 7 | ? | -15 | 1 | -22
COc1ccc(Nc2nc(-c3ccccc3O)nc3ccccc23)cc1 | -2 | -5 | 0.0 | -8 | -3 | -2 | 26 | -30 | 1 | -4
Cc1ccc([N+](=O)[O-])cc1N=C1C(=O)Nc2ccccc21 | 6 | 0 | -4.8 | -12 | 0 | 22* | -13 | -4 | -6 | 0
CC(C)(C)c1ccc(OCC(=O)N/N=C/c2ccc(N3CCOCC3)cc2)cc1 | -2 | -6 | 0.4 | 1 | -2 | 0 | -1 | 12 | 19 | 3
Cc1cc(C)nc(N2CCCC(C(=O)Nc3cc(F)ccc3C)C2)n1 (stereo not drawn) | -3 | 4 | 0.3 | 12 | -6 | 0 | -9 | -14 | 18 | -4
CCCCCc1ccc(-c2cn(CCCOCc3ccccc3)nn2)cc1 | -2 | 11 | -0.1 | -5 | 7 | 1 | -19 | 8 | 0 | -1
Fc1ccc(N/N=C/c2ccncc2)c(F)c1 | 6 | -177 | 0.7 | 9 | -3 | -3 | 43 | 8 | 2 | -1
COc1ccc(-c2oc3ccc(-c4ccc(OC)nc4)cc3c2C#CC2(O)CCCCC2)cc1 | -1 | 19 | -0.5 | -6 | 3 | -3 | -8 | -22 | 2 | -1
CCOc1ccc(CC(=O)NCc2ccc3c(c2)cc(C)n3C)cc1 | 4 | 3 | -0.2 | -1 | 0 | -3 | 24 | -14 | 19 | 1
CCNC(=O)n1nccc1C(C)Oc1cccc(C(F)(F)F)c1 (stereo not drawn) | 8 | 1 | -0.6 | -2 | -3 | 6 | 15 | -26 | 20 | 0
CN(c1ncc(C(F)(F)F)cc1Cl)n1cc(C(=O)O)c2ccccc2c1=O | -2 | 15 | -0.8 | 0 | -4 | -2 | -5 | -10 | -17 | 3
C/C(=N\NC(=O)c1ccn(C)n1)c1cccc(NC(=O)c2ccncc2)c1 | 2 | -4 | 0.9 | 1 | 4 | -5 | 14 | -42 | 10 | 2
CC(=O)c1ccc(-n2nncc2C(C)(C)C)cc1 | -2 | 7 | -0.3 | 0 | -3 | 0 | 15 | -6 | 29 | 3
CC[C@@]12C(=O)N(c3ccc(OC)cc3)C(=O)N1[C@H](c1ccc(Cl)cc1)[C@@H]1C(=O)N(C3CCCCC3)C(=O)[C@@H]12 | -3 | -4 | 0.0 | 6 | 0 | -1 | -1 | 11 | 23 | 1
Cc1cc(C)n(C(=O)c2cc3c(s2)CCCC3)n1 | -1 | -27 | 2.7 | 6 | 0 | -3 | 19 | -6 | 8 | -1
CCOC(=O)Cc1cnc(N)s1 | 0 | 7 | 0.5 | -5 | -2 | 2 | -12 | -15 | 7 | -2
COc1ccc(-c2ccc(S(=O)(=O)NCC3CCCO3)cc2)cc1 (stereo not drawn) | 0 | 5 | -42 | 1 | -10 | 0 | 11 | -11 | 15 | -1
O=C(O)c1cccc(NC(=O)c2cccc(S(=O)(=O)Nc3cccc([N+](=O)[O-])c3)c2)c1 | -5 | -14 | -5.3 | -3 | -4 | 11 | -7 | -7 | 26 | -3
COc1ccc(C2c3c(ncn(Cc4ccco4)c3=N)Oc3ccc4ccccc4c32)cc1 (stereo not drawn) | -6 | -21 | -0.2 | 18 | -2 | 10 | 69* | -1 | 43 | 0
C=CCn1c(NC(=O)c2ccccc2Cl)c(C#N)c2nc3ccccc3nc21 | 6 | 23 | -0.4 | 11 | 19 | 49* | 7 | 8 | 21 | -18
CCOC(=O)c1sc(N)nc1C(C)C | -3 | 17 | -0.3 | -6 | -1 | 2 | 0 | -1 | 7 | -2
CC(OC(=O)CCc1nc2ccccc2c(=O)[nH]1)C(=O)NCc1ccc2c(c1)OCO2 (stereo not drawn) | 2 | -10 | -0.5 | -3 | -1 | 3 | 12 | -4 | 7 | 0
Cc1cc(C(=O)NNc2ccccc2F)no1 | 17 | -9 | 1.7 | -1 | 0 | 4 | 10 | 19 | 20 | -1
COC(=O)c1ccccc1NC(=O)C1(S(=O)(=O)c2ccc(Cl)cc2)CC1 | -2 | -7 | -0.3 | 8 | 1 | -2 | 22 | 11 | 6 | -1
Cn1c(=O)c2c(ncn2CC(COCc2ccccc2)OCc2ccccc2)n(C)c1=O (stereo not drawn) | -2 | 1 | -0.1 | 1 | -3 | 2 | 24 | -17 | 10 | 1
O=C(Nc1ccc(Br)cc1)c1cccn1-c1ncc(C(F)(F)F)cc1Cl | 4 | -8 | -0.3 | 4 | 3 | 1 | 12 | 21 | 22 | -8
CCOC(=O)c1ccc(N=c2sc(C(=O)OC)cc(=O)n2CCCN2CCOCC2)cc1 | 1 | -28&-14 | -0.3&0.0 | 29&26 | -3&0 | 12 | 45&16 | -11 | -8&4 | 0&4
